Yp Topo-I inh: Y. pestis Topo-I inhibition via cleavage products; AID 504884; activity, % at 10 µM; 0.064% of 360,000 active; Y. pestis Topo-I cleavage product accumulation, plate reader; in the data active means activity above about 50%, passing the limit was not always enough; further: inactives centre near 2
BioA inh: BioA (M. tuberculosis) enzyme inhibition. 0.096% of 360,000 active. purified M. tuberculosis BioA enzyme, plate reader. AID 602481. inhibition, % at 9.99 µM; in the data active means inhibition above about 40%
GDH-TPI inh: counter-screen for M. tuberculosis FBA inhibitors: GDH-TPI coupled enzymes; GDH-TPI coupled enzyme counterscreen, NADH absorbance; inhibition, % at 4.8 µM; 1.2% of 360,000 active; in the data active means inhibition above about 30%;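 further: 0% = DMSO wells and 100% = wells lacking the enzyme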
FadD28 FP inh: blocks FadD28 binding to the bisubstrate probe; fluorescence polarization; inhibition, % at 12.5 µM; 0.22% of 360,000 active; AID 588549; in the data active means inhibition above about 8.5%, passing the limit was not always enough
TcdB inh: inhibitors of Clostridioides difficile toxin B glycohydrolase. P18177. TcdB glycohydrolase enzymatic assay, plate reader. inhibition, % at 9.99 µM. 0.24% of 350,000 active. AID 652162; in the data active means inhibition above about 10%
Vc quorum ag: inducers of Vibrio cholerae quorum light production without autoinducers; V. cholerae BH1578 lux reporter, luminescence, 6 h; activation, % at 18.7 µM; 0.16% of 350,000 active; in the data active means activation mostly above about 9.7%, no sharp cut-off; further: not every result past the cut was called active; inactives centre near 0; reference of the scale not given here
PfHsp40 rescue: rescue of PfHsp40-mediated yeast toxicity; S. cerevisiae expressing PfHsp40, growth rescue, ATP luminescence; growth rescue, % at 12.5 µM; 0.68% of 340,000 active; AID 504582; in the data active means growth rescue above about 28%, passing the limit was not always enough;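 further: yeast W303a lacking pdr1 and pdr3 grown in galactose medium; growth measured after three days at 30 °C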
Mtb FBA inh: Mtb fructose-bisphosphate aldolase inhibition | P9WQA3 | purified M. tuberculosis FBA, fluorescence read-out | inhibition, % at 1 µM | 2.3% of 360,000 active | AID 588726; in the data active means inhibition above about 27%;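 further: 0% = vehicle and 100% = reference inhibitor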
UGM FP inh: Mtb UDP-galactopyranose mutase inhibition; purified UGM, fluorescence polarization probe displacement; inhibition, % at 10 µM; 0.06% of 320,000 active; AID 504406; in the data active means inhibition above about 10%, passing the limit was not always enough
* marks the source's active call; other numbers are inactive results; i = inactive; . = not tested or not shown; & = joins results of further samples. Outcome played no part in choosing rows; 4.6% or so of the library scored in one or more.

SMILES	Yp Topo-I inh	BioA inh	GDH-TPI inh	FadD28 FP inh	TcdB inh	Vc quorum ag	PfHsp40 rescue	Mtb FBA inh	UGM FP inh
Cc1cc(C(=O)CN2C(=O)NC3(CCC(C)CC3)C2=O)c(C)n1C (stereo unspecified)	2	-1.2	0	-1.7	0.7	-0.1	1.3	6	-2.6
CCN(CCNC(=O)CCCn1nc(C)n2c(cc3sccc32)c1=O)c1ccccc1	22	4.2	18	-0.4	-1.0	-0.2	-0.5	3	-4.5
CSc1ncccc1C(=O)N1CCCC(C(=O)c2ccc3ccccc3c2)C1 (stereo unspecified)	4	10	-2	-0.9	.	0.6	0.4	1	-6.2
CCOc1cc(C)nc(NCc2ccccc2)n1	14	0.4	5	-2.1	.	i	-1.3	4	0.2
CCOc1ccc(NC(=O)CSc2nnc(-c3ccccn3)n2C)cc1	-13	-1.7	11	-4.3	.	-0.7	-1.3	-1	-0.7
Cc1ccc(C)c(NC(=O)c2ncn[nH]2)c1	2	-0.5	-10	-0.2	.	-0.3	0.6	-5	0.7
CCOC(=O)c1c(-c2ccc(OC)cc2)csc1NC(=O)COc1ccc2c(C)cc(=O)oc2c1	0	-0.6	-1	-0.5	0.1	-0.4	0.0	2	-1.6
O=C(NCC(=O)N1CCOCC1)c1ccccc1	12	.	1	.	0.1	-0.3	-1.9	-2	0.5
Cn1c(N)c(Sc2ccccc2[N+](=O)[O-])c(=O)n(C)c1=O	0	.	6	.	0.3	-0.1	-0.5	3	-0.1
Clc1ccccc1OCCNc1nc(NCC2CC2)nc2ccsc12	7	0.8	6	-6.4	0.2	i	.	0	.
Cc1ccc(Sc2c(C(=O)Nc3ccc(F)cc3F)c(C(F)(F)F)nn2C)cc1	8	-2.4	2	-3.3	.	-0.2	-1.5	-5	-0.4
c1ccc(C2CC3CC4(CCCC4)N2O3)cc1 (stereo unspecified)	-12	-1.1	9	-1.2	.	-6.7	-0.3	3	-2.6
COc1ccc(CCN2C(=O)c3ccccc3C2(O)c2ncc[nH]2)cc1OC (stereo unspecified)	-8	-0.7	-8	-2.9	0.6	i	-0.6	0	1.6
COc1ccc(CCN2CC(C(=O)NCCCn3nc(C)cc3C)CCC2=O)cc1 (stereo unspecified)	-4	-0.9	7	-0.6	0.5	i	-1.6	-1	-1.5
O=C(c1ccco1)N1CCN(C(=O)C(c2ccccc2)c2ccccc2)CC1	7	0.7	-12	-4.4	.	-0.5	0.1	1	1.9
CCOC(=O)c1[nH]c2ccccc2c1NC(=O)C1CCCCC1	10	.	16	-0.2	.	i	0.2	5	-0.1
CC(=O)c1cn(CC(=O)Nc2ccc(C)c(C)c2)c2ccccc12	8	-0.1	0	-2.4	0.6	-1.3	0.2	-1	-0.8
Cc1csc(NC(CO)c2nc3ccccc3n2CCOCCO)n1 (stereo unspecified)	2	-1.6	-1	-1.1	0.1	-0.3	0.2	2	-2.0
O=C(c1cnc(Cc2c[nH]c3ccccc23)c(I)c1)N1CCCCC1	-1	-2.7	7	-0.2	-0.2	-0.7	.	4	.
NC(=O)c1cc([N+](=O)[O-])ccc1NCc1cccc2ccccc12	6	-1.0	10	-2.2	0.6	-0.2	-0.6	0	-3.0
CC(C)CC(NS(=O)(=O)c1ccc2c(c1)oc(=O)n2C)C(=O)NC1CCCc2ccccc21 (stereo unspecified)	1	-1.5	1	-0.9	0.9	0.1	0.5	4	7.2
Cc1nc(NS(=O)(=O)c2ccccc2)sc1C(=O)N/N=C/c1ccccc1	0	-0.4	47*	-2.3	1.0	-0.4	-0.6	4	1.8
O=C(Oc1cccc2c(O)cccc12)c1ccco1	3	-0.8	7	0.7	4.9	0.4	-2.0	1	.
O=C(Cn1cnc2ccccc2c1=O)Nc1nnc(C2CC2)s1	3	-0.9	2	-1.1	.	-3.8	-1.7	-5	0.1
COc1cc(/C=C(\C#N)c2nc3ccccc3[nH]2)c([N+](=O)[O-])cc1OCc1ccccc1	-7	-1.2	9	-3.3	.	i	0.8	-2	-2.3
Carrying on:
SMILES	Yp Topo-I inh	BioA inh	GDH-TPI inh	FadD28 FP inh	TcdB inh	Vc quorum ag	PfHsp40 rescue	Mtb FBA inh	UGM FP inh
CCCCn1c(=O)[nH]c(=O)c2c1nc(-c1ccc(-c3ccccc3)cc1)n2C	4	-0.2	-2	-1.1	0.2	-0.1	-0.1	2	-3.9
CC(=O)N1CCc2cc(Br)cc(S(=O)(=O)CCC(=O)N3CCN(c4ccccn4)CC3)c21	7	0.1	1	-2.4	1.5	i	1.2	2	-0.5
Cc1ccc(/C(N)=N/OC(=O)C(C)c2ccc([N+](=O)[O-])cc2)cc1 (stereo unspecified)	26	0.7	8	0.0	1.3	-0.4	3.2	2	1.7
Cc1ccc(C(=O)Nc2ccon2)cc1S(=O)(=O)N1CCCCCC1	8	0.5	-2	-4.4	.	-0.5	0.0	0	3.1
O=C(c1ccccc1F)N(Cc1ccccc1)Cc1ccccc1	3	0.2	0	-1.2	2.1	-0.3	0.8	0	-0.8
COc1cc(CN2CC(=O)N(c3ccc(C)c(C)c3)C2=S)cc(OC)c1OC	16	.	7	-3.8	.	-0.7	1.2	0	-0.2
COc1ccc(CCNC(=O)c2cc(C3CC3)nc3c2cnn3C(C)C)cc1OC	26	5.3	8	0.3	0.1	-0.8	1.0	5	0.1
CNc1snc(C)c1C(=O)OCC(=O)c1cc(F)ccc1OC	-7	-0.8	11	-1.7	4.0	0.8	0.2	1	-1.1
COc1ccccc1NC(=O)C(=O)N(c1cccnc1)C(C(=O)NC(C)(C)C)c1ccccc1 (stereo unspecified)	-16	0.9	3	-2.0	-0.2	-0.3	-0.6	1	1.1
CCC12CSc3nc(Cl)ccc3N1C(=O)C(=O)N2C (stereo unspecified)	-1	11	-2	0.6	-0.7	-0.4	.	2	.
COc1ccnc2c1c(=O)n(Cc1ccc(Cl)cc1)c(=O)n2C	5	-1.2	-4	-1.0	2.8	-12	2.0	-1	1.3
O=C(c1nc2ncccn2n1)N1CCc2ccccc2C1	3	1.1	2	0.1	.	-0.5	-1.1	1	1.0
c1cc(OCCN2CC2)ccn1	4	.	-15	-4.5	4.3	-1.6	-1.1	0	.
O=C(CCC(=O)Nc1ccccc1Cl)NNC(=O)C1CCCCC1	0	0.4	6	-1.2	-0.2	1.2	0.4	1	0.0
CC(C)C(=O)Nc1cc2c3c(c1)CCC(=O)N3CCC2	0	0.1	-8	-0.7	-0.5	i	-0.1	2	0.1
Cc1cc(C)c(-c2cc(C(=O)Nc3cc(C)ccc3C)[nH]n2)c(O)c1	3	-0.4	4	-1.2	0.5	i	0.0	2	0.2
COC1=C(Nc2ccccc2)C(=O)C(OC)=C(Nc2ccccc2)C1=O	-12	0.5	15	-0.4	-2.6	-2.0	-2.1	3	.
COc1cc(C)c(CN2CCN(c3ncccn3)CC2)cc1C	1	-0.4	5	-1.2	1.5	-0.2	.	3	-1.0
CCn1cc(S(=O)(=O)CC(=O)NC2CCCCC2)c2ccccc21	0	-2.7	3	-1.5	.	-0.4	0.5	4	0.6
CCC(C)Sc1ccc(-c2nc3ccc(C)cn3c2NC2CCCCC2)cc1 (stereo unspecified)	21	-1.4	.	-2.3	.	-1.4	3.3	.	1.7
Cc1ccc(NC(=O)C(Cc2ccccc2)N2C(=O)C3C4CCC(C4)C3C2=O)cc1Cl (stereo unspecified)	3	-1.8	0	-4.4	.	-0.7	-0.9	0	1.9
CC1(C(=O)NS(=O)(=O)c2cccc(F)c2)CCN1C(=O)C/C=C/c1ccccc1 (stereo unspecified)	7	-2.0	4	-0.6	-0.5	4.5	.	0	.
CN(CC(=O)N1CCCC1)S(=O)(=O)c1ccc2ccccc2c1	6	.	-5	-0.1	1.0	-0.4	.	2	0.4
CS(=O)(=O)Oc1ccc(/C=C2\C(=N)N3N=C(CC(=O)N4CCOCC4)SC3=NC2=O)cc1Cl	5	-0.1	-5	-5.5	1.2	i	-0.1	-1	2.3
Cc1sc(NC(=O)c2cc(-c3ccccc3)nc3ccccc23)c(C(N)=O)c1C	37	.	5	-3.3	-1.0	-2.0	0.9	-2	-0.2
(continued)
SMILES	Yp Topo-I inh	BioA inh	GDH-TPI inh	FadD28 FP inh	TcdB inh	Vc quorum ag	PfHsp40 rescue	Mtb FBA inh	UGM FP inh
CCOCCn1c(CN(Cc2ccccc2)Cc2ccccc2)nc2c1c(=O)n(C)c(=O)n2C	32	1.2	5	-0.5	0.7	i	0.7	-2	-6.0
CN(C)c1ccc(NC(=O)CSc2nc3c(c(=O)[nH]2)CCCC3)cc1	-5	.	-1	0.1	-13	-0.3	-0.2	4	3.9
OC(COc1ccc2c(c1)OCO2)CN1CCN(c2ccc(F)cc2)CC1 (stereo unspecified)	3	1.4	6	-4.0	0.9	i	-0.5	0	-1.6
CN1C(=O)C(C)(C)c2cc(S(=O)(=O)NCCc3ccc(Cl)cc3)ccc21	10	4.2	-9	-5.2	0.9	-0.2	-0.1	1	-1.8
Cc1csc2sc(-c3ccnc(SCC(=O)NCc4ccccc4)n3)c(C)c12	29	3.1	17	-4.0	-1.0	-1.3	1.0	2	-1.5
COc1cc(OC)cc(-c2nnc(NC(=O)CCS(=O)(=O)c3ccc(F)cc3)o2)c1	2	-1.2	6	-1.8	0.9	i	-1.6	4	1.0
O=C(NCc1cccs1)c1cccc2c(-c3cccnc3)coc12	20	12	4	-3.9	0.7	0.5	.	-1	.
Cc1nnc2sc(SCc3ccccc3Cl)nn2c1=O	-7	.	7	-2.0	2.2	i	-0.8	3	-5.5
COc1ccc(S(=O)(=O)Nc2ccc3c(c2)C(=O)N([C@@H](C)CO)C[C@@H](C)[C@H](CN(C)S(=O)(=O)c2ccc(F)cc2)OCCCC[C@H](C)O3)cc1	17	-1.7&-0.9	10	-2.3	1.2&-0.1	-0.4	.	2	.
O=C(O)c1ccc(Cl)c(S(=O)(=O)Nc2ccc(S(=O)(=O)Nc3cccc(Cl)c3)cc2)c1	-2	0.1	6	.	0.8	-0.3	0.7	-8	5.8
O=C(Nc1nc2ccccc2[nH]1)c1ccc(OC(F)F)cc1	1	7.7	5	-2.3	0.6	-0.2	0.1	-2	0.1
COc1ccc(C(=O)NNC(=O)CCC(=O)Nc2cc(C)on2)cc1	-5	.	-2	0.1	.	-0.3	-0.3	3	1.9
N#CC1=C(N)SC(N)=C(C#N)C1c1cccc(O)c1	-6	21	-2	-9.7	1.4	i	1.2	1	-0.4
COc1ccc(Oc2nc3c(C)cccn3c(=O)c2/C=C(\C#N)C(N)=O)cc1	0	.	6	0.1	0.5	-0.3	1.3	6	4.0
COc1ccc2c(Cl)c(-c3nnc(SCC(N)=O)n3C)sc2c1	9	0.9	9	0.1	1.7	-0.2	0.4	4	-0.7
Cc1cc(C)nc(NC(=O)c2c(C(=O)O)noc2C)n1	-4	-1.4	-1	-4.4	0.7	-0.5	0.6	1	-1.7
O=C(CCl)Nc1cc(SCC(O)CO)cc([N+](=O)[O-])c1 (stereo unspecified)	-1	.	1	-0.3	-2.0	i	-0.2	-1	.
O=C(COC(=O)c1cccc(F)c1)Nc1ccc2c(c1)OCCO2	2	-1.3	0	-1.1	0.6	-1.3	-1.9	3	1.3
COc1ccc(S(=O)(=O)N(C)c2ccc(OCC(=O)Nc3cc(C)on3)cc2)cc1	18	-1.5	8	-8.2	.	-6.2	-0.8	0	2.5
COCCNC(=S)N/N=C/c1ccc2c(c1)OCCO2	2	.	21	-3.1	0.1	i	0.1	-1	-0.7

Entries of single compounds as entered above. Screens in order: Yp Topo-I inh, BioA inh, GDH-TPI inh, FadD28 FP inh, TcdB inh, Vc quorum ag, PfHsp40 rescue, Mtb FBA inh, UGM FP inh
`CCOCCn1c(CN(Cc2ccccc2)Cc2ccccc2)nc2c1c(=O)n(C)c(=O)n2C` as listed: 32, 1.2, 5, -0.5, 0.7, i, 0.7, -2, -6.0
`COCCNC(=S)N/N=C/c1ccc2c(c1)OCCO2` as listed: 2, ., 21, -3.1, 0.1, i, 0.1, -1, -0.7
`O=C(O)c1ccc(Cl)c(S(=O)(=O)Nc2ccc(S(=O)(=O)Nc3cccc(Cl)c3)cc2)c1` as listed: -2, 0.1, 6, ., 0.8, -0.3, 0.7, -8, 5.8
`Cc1cc(C)nc(NC(=O)c2c(C(=O)O)noc2C)n1` as listed: -4, -1.4, -1, -4.4, 0.7, -0.5, 0.6, 1, -1.7
`O=C(Nc1nc2ccccc2[nH]1)c1ccc(OC(F)F)cc1` as listed: 1, 7.7, 5, -2.3, 0.6, -0.2, 0.1, -2, 0.1

Assay outcomes (PubChem)
